Screening results as filed in PubChem.
influenza NS1A: H1N1 influenza NS1A inhibitors, functional cell based assay (AID 504329); inhibition, % at 12.5 µM; hits with a dose series show IC50 in µM; NS1A functional cell-based assay, percent inhibition; higher % means a stronger effect; hit rate 0.3% among 340,000; in the data active means a potency from the dose series; inconclusive means inhibition above about 27% without an active follow-up result; further: strong numbers were not always called active
inhibitors of VEEV: inhibitors of VEEV TC-83 cytopathic effect, confirmation, Vero cells (AID 588727); inhibition, % at 20 µM; hits with a dose series show IC50 in µM; hit rate 0.13% among 350,000; Vero cells, VEEV TC-83 cytopathic effect inhibition; higher % means a stronger effect; in the data active means a potency from the dose series; inconclusive means inhibition mostly from about 14% at the one dose, without a potency; inactive means the rest, 99 in 100 with inhibition below about 12%; further: strong numbers were not always called active
tuberculosis growth: growth inhibition of non-replicating M. tuberculosis (AID 488890). Mycobacterium tuberculosis non-replicating, growth inhibition; higher % means a stronger effect. one-dose inhibition, % at 25 µM; IC50 in µM for titrated hits. hit rate 0.39% among 320,000; in the data active means a potency from the dose series; inconclusive means inhibition mostly from about 82% at the one dose, without a potency; inactive means the rest, 99 in 100 with inhibition below about 76%;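 further: plate controls were DMSO cells for no effect and high antibiotic wells for full effect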
H37Rv inhibition: M. tuberculosis growth inhibition, HTS (AID 449762). M. tuberculosis H37Rv growth inhibition, 7H9 media; higher % means a stronger effect. inhibition, % at 25 µM, or IC50 in µM where a hit was titrated. hit rate 0.59% among 330,000; in the data active means a potency from the dose series; inconclusive means inhibition above about 70% without an active follow-up result;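 further: bacterial growth assessed after seven days of incubation; strong numbers were not always called active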
Salmonella PhoP GFP: Inhibition of PhoP regulon, Salmonella typhi GFP reporter cells, confirmation, 4 h (AID 1850). inhibition, % at 50 µM, or IC50 in µM where a hit was titrated. Salmonella Typhi PhoP-promoter GFP reporter, fluorescence, 4 h; higher % means a stronger effect. hit rate 0.33% among 310,000; in the data active means a potency from the dose series; inconclusive means inhibition mostly from about 25% at the one dose, without a potency; inactive means the rest, 99 in 100 with inhibition below about 19%;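 further: 0% = induced wells with vehicle and 100% = uninduced wells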
inhibitors of VEEV 10K pilot screen: also measured in inhibitors of VEEV; calls as there; inhibition, %; measured here: 10K pilot screen inhibition
An asterisk follows results filed as active. Compounds as they come, and some 1.5% of all compounds hit somewhere here.

Screening Cc1ccc(OCCNC(=O)CN2C(=O)NC3(CCCC3)C2=O)cc1 returned influenza NS1A -6%, inhibitors of VEEV 1.4%, tuberculosis growth 4%, H37Rv inhibition -4% and Salmonella PhoP GFP 4%.
Screening O=C(CSC1=NS(=O)(=O)c2cc(F)ccc2N1)NCCc1ccccc1 returned influenza NS1A -16%, inhibitors of VEEV 6.2%, tuberculosis growth 29%, H37Rv inhibition -8% and Salmonella PhoP GFP -1%.
For CC[C@H](C)/C=C(C)/C=C/C(=O)Cc1cc(O)c(C)c(O)c1C=O the results were influenza NS1A -4%, inhibitors of VEEV 11%, tuberculosis growth 15%, H37Rv inhibition -7% and Salmonella PhoP GFP -7%.
For Cc1ccc(S(=O)(=O)N(Cc2cccc(C(F)(F)F)c2)C(=O)N2CCN(C)CC2)cc1 the results were influenza NS1A -10%, inhibitors of VEEV 1.8%, tuberculosis growth 9%, H37Rv inhibition -5% and Salmonella PhoP GFP 5%.
`CCOC(=O)C(C)Sc1ncc(OC)c(=O)[nH]1` (stereo not drawn) gave influenza NS1A -8%, inhibitors of VEEV 2.6%, tuberculosis growth 0%, H37Rv inhibition 6% and Salmonella PhoP GFP 0%.
COc1ccc(CNC(=O)[C@H](C)NC(=O)C2CCN(S(=O)(=O)c3ccc(F)cc3)CC2)cc1 was read as influenza NS1A -6%, inhibitors of VEEV inactive, tuberculosis growth 1%, H37Rv inhibition -1% and Salmonella PhoP GFP 4%.
`CCCCC(CC)C(=O)N1CCN(C(=O)c2ccco2)CC1` (stereo not drawn) gave influenza NS1A -1%, inhibitors of VEEV 1.6%, tuberculosis growth -9%, H37Rv inhibition -5% and Salmonella PhoP GFP -1%.
COc1cccc(C2=NN(S(C)(=O)=O)C(c3cccs3)C2)c1 (stereo not drawn) was read as influenza NS1A -5%, inhibitors of VEEV 3.1%, tuberculosis growth -2%, H37Rv inhibition -3% and Salmonella PhoP GFP -9%.
For O=C(c1ccc(Cl)s1)N1CCOCC1 the results were influenza NS1A 1%, inhibitors of VEEV 5.9%, tuberculosis growth -11%, H37Rv inhibition 1%, Salmonella PhoP GFP -3% and inhibitors of VEEV 10K pilot screen 0.0.
For CC(C)(C)NC(=O)COc1ccc(CNCc2cccs2)cc1 the results were influenza NS1A 0%, inhibitors of VEEV 0.3%, tuberculosis growth 3%, H37Rv inhibition -2% and Salmonella PhoP GFP -3%.
Screening Cc1cccc(-n2c(SCC(=O)NCC3CCCO3)nc3ccccc3c2=O)c1C (stereo not drawn) returned influenza NS1A 0%, inhibitors of VEEV 1.6%, tuberculosis growth 4% and H37Rv inhibition 12%.
For S=C1CC2CCCC(C2)N1 (stereo not drawn) the results were influenza NS1A -24% and inhibitors of VEEV 2.1%.
Screening CC1CCN(CC(=O)c2ccc3c(c2)OCCO3)CC1 returned influenza NS1A -9%, inhibitors of VEEV 0.5%, tuberculosis growth 18%, H37Rv inhibition -1% and Salmonella PhoP GFP 13%.
For Cc1nnc(NC(=O)C2CCN(S(=O)(=O)c3ccc(Cl)cc3)CC2)s1 the results were influenza NS1A -1%, inhibitors of VEEV inactive, tuberculosis growth -5%, H37Rv inhibition 4% and Salmonella PhoP GFP 0%.
For Cc1csc(SCCn2c(N3CCN(c4ccccc4)CC3)nc3c2c(=O)[nH]c(=O)n3C)n1 the results were influenza NS1A -18%, inhibitors of VEEV 9.4%, tuberculosis growth 8%, H37Rv inhibition 6% and Salmonella PhoP GFP -22%.
`CC(=NNC(=O)COc1cccc(C)c1)c1cccnc1` gave influenza NS1A -9%, inhibitors of VEEV inactive and H37Rv inhibition 3%.
Screening CCCc1cc(=O)[nH]c2nnc(SCC(=O)Nc3nnc(CC)s3)n12 returned influenza NS1A -7% and inhibitors of VEEV 2.6%.
Screening Cc1ccc(OCC(=O)Oc2cccc(C)c2)cc1 returned inhibitors of VEEV 0.9%, tuberculosis growth 35%, H37Rv inhibition 2% and Salmonella PhoP GFP -6%.
Screening Oc1ccccc1N=Cc1sc2ccccc2c1Cl returned influenza NS1A 9%, inhibitors of VEEV 1.9%, tuberculosis growth inconclusive, H37Rv inhibition inconclusive and Salmonella PhoP GFP -8%.
`c1ccc(N2CCN(c3ncnc4sc5c(c34)CCC5)CC2)cc1` gave influenza NS1A 5%, inhibitors of VEEV 2.1%, tuberculosis growth 22%, H37Rv inhibition 0% and Salmonella PhoP GFP 5%.
Screening Cn1c(NCCCO)nc2ccccc21 returned influenza NS1A -7%, inhibitors of VEEV 2.6%, tuberculosis growth -12%, H37Rv inhibition -1% and Salmonella PhoP GFP 7%.
Oc1c(C(c2ccco2)N2CCC3(CC2)OCCO3)sc2ncnn12 (stereo not drawn) was read as influenza NS1A -5%, inhibitors of VEEV 0.6%, tuberculosis growth 2%, H37Rv inhibition -8% and Salmonella PhoP GFP 9%.
Screening NC(=O)CCC(=O)N1CCCC(C(=O)c2ccc3c4c(cccc24)CC3)C1 (stereo not drawn) returned influenza NS1A 4%, inhibitors of VEEV 0.3%, tuberculosis growth -1%, H37Rv inhibition -4% and Salmonella PhoP GFP -9%.
Screening Cc1ccccc1-n1cc[nH]c1=S returned influenza NS1A -3%, inhibitors of VEEV 0.4%, tuberculosis growth 0%, H37Rv inhibition 1% and Salmonella PhoP GFP -14%.
Cc1ccc(NC(=S)N(CCCN2CCOCC2)Cc2ccccn2)cc1 was read as influenza NS1A -3%, inhibitors of VEEV inactive, tuberculosis growth 8%, H37Rv inhibition 3% and Salmonella PhoP GFP -2%.
`COc1ccc(/C=c2/sc3n(c2=O)C(c2ccccc2OC)C2=C(N=3)c3ccccc3CC2)cc1O` (stereo not drawn) gave influenza NS1A 6%, inhibitors of VEEV inactive, tuberculosis growth 30%, H37Rv inhibition inconclusive and Salmonella PhoP GFP 7%.
For O=C(Cc1ccccc1)Nc1ccc2c(c1)C(=O)N(CC1CCCO1)C2=O (stereo not drawn) the results were influenza NS1A -2%, inhibitors of VEEV inactive, tuberculosis growth 10%, H37Rv inhibition -6% and Salmonella PhoP GFP -7%.
COCCNS(=O)(=O)c1cc2[nH]c3c(c2cc1C)C(=O)CC(C)(C)C3 was read as influenza NS1A -9%, inhibitors of VEEV 1.0%, tuberculosis growth 10%, H37Rv inhibition 2% and Salmonella PhoP GFP 1%.
Screening COc1cccc(NS(=O)(=O)c2ccc(S(=O)(=O)N3CCCC3)cc2)c1 returned influenza NS1A 3%, inhibitors of VEEV 4.8%, tuberculosis growth 30% and H37Rv inhibition 7%.
`Cc1ccccc1CC(=O)N1CCCC1` gave influenza NS1A -10%, inhibitors of VEEV 1.4%, tuberculosis growth -3%, H37Rv inhibition -2% and Salmonella PhoP GFP -4%.
`COc1ccc(NC(=O)c2cnc(SC)nc2C)c(OC)c1` gave influenza NS1A -12%, inhibitors of VEEV 0.1%, tuberculosis growth 8%, H37Rv inhibition 56% and Salmonella PhoP GFP 3%.
Screening Cc1ccnc(NC(=O)c2ccc(Cl)c(S(=O)(=O)N3CCCC3)c2)c1 returned influenza NS1A 1%, inhibitors of VEEV 1.7%, tuberculosis growth -14%, H37Rv inhibition 3% and Salmonella PhoP GFP 2%.
`CN1C(=O)C(c2ccc([N+](=O)[O-])cc2[N+](=O)[O-])C(=O)N(C)C1=O` gave influenza NS1A -7%, inhibitors of VEEV inactive, tuberculosis growth -6%, H37Rv inhibition 5% and Salmonella PhoP GFP 2%.
`CC(C)(C)NC(=O)COC(=O)c1ccc(O)cc1` gave influenza NS1A 0%, inhibitors of VEEV 4.2%, tuberculosis growth -11%, H37Rv inhibition -5% and Salmonella PhoP GFP -2%.
Screening NC(=O)CC(NC(=O)Cc1ccc(Br)cc1)c1ccc(NCc2ccccn2)c([N+](=O)[O-])c1 (stereo not drawn) returned influenza NS1A 18%, inhibitors of VEEV 3.8%, tuberculosis growth 4%, H37Rv inhibition 3% and Salmonella PhoP GFP -1%.
Screening CCc1ccc(CNn2cnnc2SCC(=O)NC(C)(C)C)cc1 returned influenza NS1A 7%, inhibitors of VEEV 1.6%, tuberculosis growth 0%, H37Rv inhibition -7% and Salmonella PhoP GFP -13%.
`CCc1cc(C(=O)Nc2cc(S(=O)(=O)N(CC)CC)ccc2N2CCOCC2)sc1C` gave influenza NS1A -8%, inhibitors of VEEV 6.1%, tuberculosis growth 40%, H37Rv inhibition 4% and Salmonella PhoP GFP -7%.
For Clc1ccc(-c2ccc(C=Nc3ccc(N4CCOCC4)cc3)o2)c(Cl)c1 the results were influenza NS1A 16%, inhibitors of VEEV 0.2%, tuberculosis growth 76%, H37Rv inhibition 99% and Salmonella PhoP GFP 9%.
Cn1c(C2CCCCC2)nc2c1c(=O)[nH]c(=O)n2Cc1ccccc1 was read as influenza NS1A -13%, inhibitors of VEEV 1.2%, tuberculosis growth 31%, H37Rv inhibition 6% and Salmonella PhoP GFP 8%.
Screening Cc1cc(C)c2nc(NC(=O)c3cccc(S(=O)(=O)N4CCc5ccccc54)c3)sc2c1 returned influenza NS1A -7%, inhibitors of VEEV 0.3%, tuberculosis growth -1%, H37Rv inhibition 31% and Salmonella PhoP GFP -6%.
Screening CSCC[C@H](NC(=O)c1cccc(S(=O)(=O)N2CCN(C)CC2)c1)c1nc2ccccc2[nH]1 returned influenza NS1A 11%, inhibitors of VEEV 0.1%, tuberculosis growth -3% and H37Rv inhibition -8%.
`CCc1nnc(NC(=O)CSc2nc3cc4c(cc3cc2C)OCCO4)s1` gave influenza NS1A 6%, inhibitors of VEEV 1.0%, tuberculosis growth 6%, H37Rv inhibition -9% and Salmonella PhoP GFP 2%.
For Cc1nc(C)c(C(=O)C2=C(O)C(=O)N(CCCn3ccnc3)C2c2ccc(Cl)cc2)s1 (stereo not drawn) the results were influenza NS1A -2%, inhibitors of VEEV 0.4%, tuberculosis growth -3%, H37Rv inhibition -7% and Salmonella PhoP GFP 1%.
Screening COc1ccc(C(CC(=O)N2CCCCC2)c2c(OC)cc(OC)c3c(-c4ccccc4)cc(=O)oc23)cc1 (stereo not drawn) returned influenza NS1A 4%, inhibitors of VEEV 2.0%, tuberculosis growth 22%, H37Rv inhibition 5% and Salmonella PhoP GFP -3%.
Cc1nnc(NC(=O)c2cccc(Br)c2)s1 was read as influenza NS1A 1%, inhibitors of VEEV 7.0%, tuberculosis growth 27%, H37Rv inhibition 1% and Salmonella PhoP GFP -9%.
Screening CCOCc1nnc(NC(=O)CCc2ccccc2)s1 returned influenza NS1A -6%, inhibitors of VEEV 1.0%, tuberculosis growth -11%, H37Rv inhibition 1% and Salmonella PhoP GFP -3%.
Screening CCOc1ccc(CCNC(=O)CCS(=O)(=O)c2ccc(OC)cc2)cc1OCC returned influenza NS1A -4%, inhibitors of VEEV 0.1%, tuberculosis growth -3%, H37Rv inhibition 4% and Salmonella PhoP GFP -2%.
`COCCNc1nc2nonc2nc1N(C)Cc1ccc(C)cc1` gave influenza NS1A -2%, inhibitors of VEEV 0.8%, tuberculosis growth 4%, H37Rv inhibition 3% and Salmonella PhoP GFP 7%.

7 compounds from above, ordered by heavy-atom count, smallest number first.
Cc1nnc(NC(=O)c2cccc(Br)c2)s1 was read as influenza NS1A 1%, inhibitors of VEEV 7.0%, tuberculosis growth 27%, H37Rv inhibition 1% and Salmonella PhoP GFP -9%.
Screening CCOCc1nnc(NC(=O)CCc2ccccc2)s1 returned influenza NS1A -6%, inhibitors of VEEV 1.0%, tuberculosis growth -11%, H37Rv inhibition 1% and Salmonella PhoP GFP -3%.
`COCCNc1nc2nonc2nc1N(C)Cc1ccc(C)cc1` gave influenza NS1A -2%, inhibitors of VEEV 0.8%, tuberculosis growth 4%, H37Rv inhibition 3% and Salmonella PhoP GFP 7%.
`CCc1nnc(NC(=O)CSc2nc3cc4c(cc3cc2C)OCCO4)s1` gave influenza NS1A 6%, inhibitors of VEEV 1.0%, tuberculosis growth 6%, H37Rv inhibition -9% and Salmonella PhoP GFP 2%.
Screening CCOc1ccc(CCNC(=O)CCS(=O)(=O)c2ccc(OC)cc2)cc1OCC returned influenza NS1A -4%, inhibitors of VEEV 0.1%, tuberculosis growth -3%, H37Rv inhibition 4% and Salmonella PhoP GFP -2%.
Screening Cc1cc(C)c2nc(NC(=O)c3cccc(S(=O)(=O)N4CCc5ccccc54)c3)sc2c1 returned influenza NS1A -7%, inhibitors of VEEV 0.3%, tuberculosis growth -1%, H37Rv inhibition 31% and Salmonella PhoP GFP -6%.
Screening CSCC[C@H](NC(=O)c1cccc(S(=O)(=O)N2CCN(C)CC2)c1)c1nc2ccccc2[nH]1 returned influenza NS1A 11%, inhibitors of VEEV 0.1%, tuberculosis growth -3% and H37Rv inhibition -8%.
